Assay outcomes from PubChem BioAssay.
AmpC inh detg: AmpC beta-lactamase inhibition with detergent present; P00811; Potency, µM (doses to about 114 µM), for the others: at the top dose activity change, negative = inhibition, most hits filed as inhibitors; AmpC hydrolysis of nitrocefin, absorbance 480 nm, 0.01% Triton; AID 485294; 370,000 tested, 0.041% active;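 further: potency means the concentration at half of the fitted maximal effect; 0% = no-compound wells and -100% = no-enzyme wells; nearly all actives have a fitted effect of over 25% in size; some results filed as inactive show a strong effect at the top dose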
Target sequence (P00811 whole entry, looked up): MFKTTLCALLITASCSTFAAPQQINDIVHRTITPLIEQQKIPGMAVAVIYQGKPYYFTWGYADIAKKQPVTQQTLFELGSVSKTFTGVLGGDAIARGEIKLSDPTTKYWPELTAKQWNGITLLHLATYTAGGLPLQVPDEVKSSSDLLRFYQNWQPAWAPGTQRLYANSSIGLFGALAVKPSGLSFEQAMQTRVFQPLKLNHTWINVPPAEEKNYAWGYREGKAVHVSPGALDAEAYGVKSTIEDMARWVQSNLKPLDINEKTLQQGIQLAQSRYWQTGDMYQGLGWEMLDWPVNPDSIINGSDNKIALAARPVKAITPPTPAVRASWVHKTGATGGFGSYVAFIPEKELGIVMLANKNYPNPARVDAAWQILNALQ
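20 mM phosphate pH 7.0 + 0.01% (detergent screen) or 0.0001% Triton X-100; 5.3 nM AmpC reagent; cpd preinc 15 min RT; nitrocefin (800 uM stock) to start; A480 q20 s × 4 min; Activity was normalised to no-enzyme and no-compound control wells.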
HCV inh: inhibitors of hepatitis C virus infection; Huh7.5.1 HCVcc-Cre infection, luciferase reporter, 44 h; Potency, µM (top dose mostly 41.8 µM), for inactives: at the highest dose activity change, negative = inhibition, most hits filed as inhibitors; 340,000 tested, 3.4% active; AID 651820; further: potency means the concentration at half of the fitted maximal effect
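Infectious HCVcc-Cre (~0.5 moi) was added to cells just after compound, with cells seeded 4 h earlier at 1,000 per well. Luciferase activity after 44 h culture reported infection; substrate was incubated 15 min at room temperature before reading.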
AMA1 RON2 block: AMA1-RON2 (P. falciparum) interaction inhibition. AlphaScreen AMA1-biotinylated RON2 peptide binding. Potency, µM (series often up to 58.2 µM), for the others: at the highest dose activity change, negative = inhibition, actives largely listed as inhibitors. 360,000 tested, 0.2% active. AID 720542;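 further: potency means the concentration at half of the fitted maximal effect; 0% = vehicle wells and -100% = peptide control; nearly all actives have a fitted effect of over 45% in size; some results filed as inactive show a strong effect at the top dose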
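AMA1 (3D7) with his tag at 25 nM final met compounds first, then biotinylated RON2 peptide at 25 nM; detection used donor plus acceptor beads, 10 µg/mL apiece, read by AlphaScreen after 30 min at room temperature.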
AmpC inh no detg: inhibitors of E. coli AmpC beta-lactamase without detergent. AmpC nitrocefin hydrolysis, absorbance 480 nm, 0.0001% Triton. Potency, µM (titrated, usually from 57.1 µM), for the others: at the top dose activity change, negative = inhibition, most hits filed as inhibitors. AID 485341. 330,000 tested, 0.52% active;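 further: potency means the concentration at half of the fitted maximal effect; plate controls were no compound for no effect and no enzyme for full effect; nearly all actives have a fitted effect of over 20% in size; some results filed as inactive show a strong effect at the top dose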
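20 mM phosphate pH 7.0 + 0.01% (detergent screen) or 0.0001% Triton X-100; 5.3 nM AmpC reagent; cpd preinc 15 min RT; nitrocefin (800 uM stock) to start; A480 q20 s × 4 min; Activity was normalised to no-enzyme and no-compound control wells.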
LmPK inhibitor: inhibitors of Leishmania mexicana pyruvate kinase | Q27686 | purified LmPK, Kinase-Glo ATP luminescence, 1 h | Potency, µM (doses to about 57.5 µM), inactives show at the top dose activity change, negative = inhibition, hits mostly inhibitors | 290,000 tested, 0.37% active | AID 1721; further: potency means the concentration at half of the fitted maximal effect
Target sequence (Q27686 whole entry, looked up): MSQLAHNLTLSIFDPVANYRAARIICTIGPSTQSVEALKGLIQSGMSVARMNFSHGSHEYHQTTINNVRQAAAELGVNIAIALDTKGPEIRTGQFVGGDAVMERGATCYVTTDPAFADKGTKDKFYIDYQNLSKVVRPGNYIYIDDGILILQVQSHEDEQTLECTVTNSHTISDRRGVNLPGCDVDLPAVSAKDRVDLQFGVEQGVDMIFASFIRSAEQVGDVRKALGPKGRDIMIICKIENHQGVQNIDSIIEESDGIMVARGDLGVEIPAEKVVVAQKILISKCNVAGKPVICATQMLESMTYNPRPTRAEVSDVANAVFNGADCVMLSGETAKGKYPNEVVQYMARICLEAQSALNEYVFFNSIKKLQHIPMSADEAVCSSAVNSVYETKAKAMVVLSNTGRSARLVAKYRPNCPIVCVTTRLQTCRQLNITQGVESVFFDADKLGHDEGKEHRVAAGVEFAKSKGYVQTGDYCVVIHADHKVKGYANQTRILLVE
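In 50 mM imidazole pH 7.2 with 7 mM MgCl2, LmPK (0.1 nM) turned over PEP (0.5 mM) and ADP (0.1 mM) for 1 h at room temperature. Luciferase read-out of ATP.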
Tb PYK inh: blocks Trypanosoma brucei pyruvate kinase; Q57TT1; TbPYK enzyme, Kinase-Glo Plus ATP luminescence, 45 min; Potency, µM (highest dose often 76.8 µM), for inactives: at the highest dose activity, negative = inhibition, most hits filed as inhibitors; 410,000 tested, 0.12% active; further: potency means the concentration at half of the fitted maximal effect; nearly all actives have a fitted effect of over 50% in size
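ADP (130 uM final) triggers the TbPYK reaction after compound addition; incubation is 45 min at room temperature. Kinase-Glo Plus is then added and luminescence imaged. Normalized data are fitted to concentration-effect curves.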
HCMV inh: inhibitors of human cytomegalovirus; HFF cells, HCMV-luciferase reporter, 72 h; active compounds read low; 410,000 tested, 4.5% active; AID 1259415; activity change, negative = inhibition, % at 57.5 µM; in the data active means activity change below about -60%; inconclusive means no clear call, values can overlap the other calls; inactive means above about -39%
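After 16 h attachment at 37C, HFF cells received test compound and HCMV-luciferase (1 PFU/cell); reporter luminescence read 72 h later, data normalized against buffer-only and known inhibitor Salinomycin.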
Active calls of the source: *; ? = inconclusive; . = not tested or not shown; & = joins results of further samples; [ ] = remark or other dose. Unless noted, the call rests on the fitted dose curve; in most records, active means well fitted curve in the direction sought with a large enough effect; inconclusive means small, poorly fitted or top-dose-only effect, or another doubt; inactive means no such curve, though single readings can be large; an effect the other way counts as inactive or inconclusive. Unless noted, on the % scale 0 is the no-effect control and ±100 the full control effect.

Each structure is followed by: AmpC inh no detg	AMA1 RON2 block	LmPK inhibitor	HCMV inh	AmpC inh detg	HCV inh	Tb PYK inh
- CCc1ccc(N2CC(C(=O)Nc3ccc(OC)c(S(=O)(=O)N4CCOCC4)c3)CC2=O)cc1 (stereo not drawn)
    .	7%	.	1	.	.	0%
- CCCc1cnc(NCCNCC(O)COc2ccc(Cl)c(Cl)c2)nc1 (stereo not drawn)
    123%[activator]	-6%	2%	-98*	10%	?	-4%
- CCCCn1ccc(O)c(Cc2ccc(F)cc2)c1=O
    ?	-7%	1%	-28	-1%	-2%	-14%
- O=C(NC(=S)Nc1cccc(Cl)c1)c1cncc(Br)c1
    .	61%[activator]	.	37	.	-2%	1%
- O=c1[nH]cnc2c1N1CCC2CC1
    -8%	-1%	0%	21	-8%	21%	1%
- COc1ccc(CNC(=S)Nc2ccc(F)c(Cl)c2)cc1
    -26%	21%	7%	-33	7%	17%	-8%
- Cc1c(Cl)c([N+](=O)[O-])nn1CC(=O)Nc1ccc2c(c1)OCO2
    -32%	-22%	-2%	-32	-1%	32%[activator]	4%
- COc1ccc(S(=O)(=O)n2nc(-c3ccco3)nc2NCc2ccc(N(C)C)cc2)cc1
    .	.	.	89	1%	.	2%
- COc1cc(CC(=O)NCc2ccco2)cc(OC)c1OC
    -11%	-2%	-7%	-18	2%	5%	-10%
- CS(=O)(=O)c1cccc(C(=O)Nc2cccc(S(=O)(=O)N3CCCC3)c2)c1
    -15%	-8%	.	10	-13%	?	0%
- O=c1cc(COc2ccccc2Cl)nc2scc(-c3ccccc3)n12
    .	.	.	-88*	11%	.	0%
- Cc1ccc(-c2csc(N3C(=N)SCC3=O)n2)cc1
    27%	2%	4%	-14	7%	-6%	-2%
- O=C(O)/C=C\c1cc2c(cc1[N+](=O)[O-])OCO2
    -15%	12%	-5%	63	2%	2%	-2%
- C=CCC[C@@H](Cc1ccc(F)cc1)C(=O)OC[C@@H]1CCCN1C(=O)[C@@H](CC=C)CC(=O)N(CCO)Cc1ccccc1
    233%[activator]	-21%	.	-4	.	-28%	2%
- O=C(Cn1c(=O)n(-c2ccccc2)c(=O)c2c3c(sc21)CCC3)c1ccc(F)cc1
    .	.	.	-21	5%	.	-3%
- COC(=O)C1=C(C)NC2=C(C(=O)CC(C)(C)C2)C1c1cnn(C)c1C (stereo not drawn)
    -1%	-4%	0%	58	-14%	38%[activator]	-2%
- COC(=O)CN1C(=O)C(C)(C)Oc2ccc(C(=O)Nc3ccccc3F)cc21
    1%	9%	-6%	-34	2%	3%	4%
- CCCCn1nnnc1C(c1ccccc1)N1CCN(C)CC1 (stereo not drawn)
    .	-1%	.	5	.	.	-2%
- COc1ccccc1NC(=S)N1CCCCCC1
    -4%	12%	-5%	?	6%	5%	7%
- COc1ccc2c(c1)OC[C@H]1[C@H]2N2C(=O)CN(CC3CCCO3)C(=O)[C@@]2(C)[C@H]1c1ccccc1 (stereo partly drawn)
    175%[activator]	18%	.	6	3%	17%	2%
- CCCOc1cccc(C2/C(=C(/O)c3ccc(OC)cc3)C(=O)C(=O)N2CCN(C)C)c1 (stereo not drawn)
    8%	41%[activator]	4%	34	?	7%	2%
- COc1ccccc1OC(C)C(=O)Nc1ccc(-c2nc3ccccc3s2)cc1 (stereo not drawn)
    .	.	.	-17	22%	.	-3%
- CC(=O)c1sc2c(c1OC(=O)c1ccc(Cl)cc1Cl)c(=O)n(-c1ccccc1)c(=S)n2-c1ccccc1
    0%	-11%	-2%	?	-4%	?	-5%
- COc1ccc(S(=O)(=O)N(CC(=O)O)c2ccccc2)cc1
    -16%	0%	6%	8	1%	-1%	1%
- O=C1c2ccccc2C(=O)N1c1cccc2ccccc12
    -17%	-3%	1%	-10	-14%	14%	-2%
- Cc1ccc(C)c(NC(=O)Cn2nc(C)c3ccccc3c2=O)c1
    -15%	3%	0%	-8	7%	-4%	15%
- Cc1nc(SCC(=O)c2ccc(F)cc2)n[nH]1
    -14%	7%	17%	-22	?	11%	?
- O=c1c2oc3ccccc3c2n(Cc2cccc(Cl)c2)c(=O)n1Cc1ccco1
    .	.	.	-32	22%	.	-3%
- CCOc1ccc(-c2nn(CC(=O)NC3CCCC3)c3c2cnc2ccc(C)cc23)cc1
    .	.	.	15	0%	.	-5%
- COc1ccc(N=C2S/C(=C\c3cccs3)C(=O)N2CC(C)C)cc1
    -18%	-8%	5%	-11	?	-14%	-3%

Carrying on.
Each structure is followed by: AmpC inh no detg	AMA1 RON2 block	LmPK inhibitor	HCMV inh	AmpC inh detg	HCV inh	Tb PYK inh
- Cc1ccc(NC(=O)CN2C(=O)c3ccccc3Sc3ccc(C(=O)N4CCOCC4)cc32)cc1C
    .	.	.	?	-3%	.	-8%
- CC(=O)c1c(OC(=O)c2ccco2)c2ccccc2n1C
    -13%	0%	2%	28	0%	26%	5%
- Cc1cccc(C)c1OCC(=O)NCc1nnc(SCC(=O)NC2CCCCC2)n1C
    41%	0%	-2%	9	0%	-1%	4%
- CCc1ccc(C(=O)CN(C#N)c2nc(C)cc(C)n2)cc1
    2%	10%	-5%	?	-2%	?	3%
- COc1ccc(CCCCCCOCc2ccccc2)cc1
    -13%	69%[activator]	.	-6	2%	11%	1%
- CC1CC(C)CN(C(=O)COC(=O)c2ccc([N+](=O)[O-])o2)C1 (stereo not drawn)
    -17%	-1%	.	-7	3%	-3%	0%
- Cc1ccn2c(NCc3ccc4c(c3)OCO4)c(-c3ccc(O)cc3)nc2c1
    -4%	1%	6%	31	?	-2%	-8%
- Cc1ccc(S(=O)(=O)NCC(=O)N2CCCCC2)cc1
    -14%	14%	0%	3	-13%	19%	1%
- COc1ccc(CC(=O)Nc2ccc(S(=O)(=O)N3CCCCC3)cc2)cc1OC
    52%	19%	-10%	-16	13%	?	-13%
- Cc1nc(-c2ccccc2)sc1C1(C)CC(c2cccc(F)c2)=NO1 (stereo not drawn)
    .	3%	.	10	.	15%	1%
- Cc1[nH]n(-c2ccccc2)c(=O)c1C(c1cccc([N+](=O)[O-])c1)c1c(C)[nH]n(-c2ccccc2)c1=O
    -44%	-9%	-2%	?	-3%	-15%	-11%
- COc1ccccc1C(CNC(=O)c1ccc(NS(=O)(=O)c2ccc(F)c(C)c2)cc1)N(C)C (stereo not drawn)
    24%	-15%	0%	?	6%	3%	0%
- NNC(=O)Cc1csc(-c2ccccc2)n1
    -23%	26%	4%	-2	-2%	23%	1%
- O=C(O)CNC(=O)CC12CC3CC(CC(C3)C1)C2
    -13%	-3%	-1%	37	?	-9%	0%
- CN1CCN(c2ccccc2N)CC1
    .	-8%	-5%	49	-1%	-5%	2%
- COc1ccc(CNCc2ccc([N+](=O)[O-])cc2)cc1OC
    -12%	-23%	-3%	19	?	10%	-6%
- C=CCN(C(C(=O)OC)C(C)C)S(=O)(=O)CCNCc1ccccc1 (stereo not drawn)
    .	1%	.	-16	.	46%[activator]	0%
- CC(=O)c1ccc(N2CCN(C(=O)C3CCN(S(=O)(=O)c4cn(C)cn4)CC3)CC2)cc1
    .	.	.	-28	12%	.	-5%
- COc1ccc(S(=O)(=O)N2CCN(C)CC2)cc1NC(=O)c1ccccc1F
    30%	5%	-6%	-4	-2%	-1%	0%
- O=C(O)c1ccc2c(=O)n3c(nc2c1)/C(=C/c1cccc(O)c1)CC3
    -20%	-25%	-3%	7	-8%	15%	-3%
- CCOc1ccc(-c2cc(C(=O)Nc3ccc(C)c(NS(C)(=O)=O)c3)[nH]n2)c(C)c1
    .	-2%	.	-91*	.	.	10%
- COc1ccc(S(=O)(=O)N2CCCC2CNC(=O)C(=O)Nc2ccc(C)cc2)cc1 (stereo not drawn)
    -20%	-10%	.	?	0%	?	0%
- Cc1ccc(S(=O)(=O)n2nccc2-c2c(-c3ccc(Cl)cc3)noc2C)cc1
    -26%	-11%	2%	-96*	-5%	14µM*	6%
- O=C(Nc1ccccc1)c1ccccc1CSc1ccccc1
    -25%	9%	.	-12	?	-14%	4%
- O=C(NCc1cccnc1)/C(=C\c1ccc(-c2ccc(Cl)c(Cl)c2)o1)S(=O)(=O)c1ccccc1
    26%	-8%	6%	-102*	4%	11µM*	5%
- O=c1c2ccccc2[nH]c(=S)n1Cc1cccs1
    -20%	68%[activator]	1%	-68*	-4%	10%	-15%
- CCN(C(=O)CSc1ncn[nH]1)C1CCCCC1
    -13%	7%	7%	-5	-9%	5%	1%
- COc1cc(C(=O)Nc2ccc3nc4n(c(=O)c3c2)CCCCC4)cc(OC)c1OC
    125%[activator]	-11%	1%	9&-8	1%&18%	11µM*	-1%&-2%
- COC(=O)[C@@]1(Cc2ccc(F)cc2)[C@H]2c3cc(C(=O)N4CCCC4)n(CCO)c3C[C@H]2CN1C(=O)c1ccccc1
    339%[activator]	-4%	1%	-18	-5%	?	-4%
- Cc1ccc(Cn2c(CNC(=O)Cc3cccc([N+](=O)[O-])c3)nc3cccnc32)cc1
    .	.	.	3	-6%	.	2%

Full records from above:
COc1ccc(CC(=O)Nc2ccc(S(=O)(=O)N3CCCCC3)cc2)cc1OC is listed with AmpC inh no detg = 52%; AMA1 RON2 block = 19%; LmPK inhibitor = -10%; HCMV inh = -16; AmpC inh detg = 13%; HCV inh = ?; Tb PYK inh = -13%
COc1ccc(S(=O)(=O)N2CCN(C)CC2)cc1NC(=O)c1ccccc1F is listed with AmpC inh no detg = 30%; AMA1 RON2 block = 5%; LmPK inhibitor = -6%; HCMV inh = -4; AmpC inh detg = -2%; HCV inh = -1%; Tb PYK inh = 0%

Following part.
Each structure is followed by: AmpC inh no detg	AMA1 RON2 block	LmPK inhibitor	HCMV inh	AmpC inh detg	HCV inh	Tb PYK inh
- O=C(CCCc1nc(-c2ccccc2Cl)no1)NC1CCCCC1
    11%	-4%	-7%	-30	-1%	?	3%
- CCOc1ccc(NC(=O)Cn2cc(C(=O)c3ccc(OCC)cc3)c(=O)c3cc4c(cc32)OCCO4)cc1
    .	.	.	16	4%	.	-5%
- COc1cccc2cc(-c3nnc(Nc4ccccc4C)s3)c(=O)oc12
    .	.	.	65	-2%	.	3%
- CCOC(=O)C1CC(=O)c2ccccc2C1c1ccccc1 (stereo not drawn)
    .	3%	.	12	.	1%	-3%
- COc1ccc(CNC(=O)CN(C(=O)c2csnn2)c2ccc3c(c2)OCCO3)cc1
    -22%	-2%	1%	1	-11%	0%	-6%
- O=C(Cn1nnc(-c2cccc(C(F)(F)F)c2)n1)N1CCOCC1
    1%	4%	-6%	16	-15%	2%	2%
- CCCS(=O)(=O)N1CCN(C(=O)c2cccs2)CC1
    -7%	10%	-2%	-19	-4%	5%	4%
